# PKA-R1A act – activates the PKA-R1A holoenzyme complex; P00514+P68181; PKA-R1A dissociation, Cy5-IP20 fluorescence polarization; scaled: DMSO 0%, 113 µM cGMP 100%; activation, % at 11.4 µM; 0.083% of 340,000 active;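 active = percent activation above the mean of all tested compounds plus 3 SD, cut at about 19% in these data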;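 also: higher means more PKAc released from R1A so a rise in polarization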
# OPRM1-OPRD1 ag – OPRM1-OPRD1 heterodimerization agonism; P35372+P41143; cells, luminescence; activation, % at 9.3 µM; 0.3% of 340,000 active; AID 504326; in the data active = activation above about 18%;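 also: 0% = vehicle-treated cells and 100% = reference agonist; values of inactives mirror those of a sister screen read the other way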
# OPRM1-OPRD1 inv – mu-delta opioid heterodimer inverse agonism; inhibition, % at 9.3 µM; P35372+P41143; 0.21% of 340,000 active; AID 504357; cell-based MOR-DOR heterodimer luminescence; in the data active = inhibition above about 22%, passing the limit was not always enough;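 also: 0% = cells with DMSO and 100% = wells without cells with DMSO; values of inactives mirror those of a sister screen read the other way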
# Tat export inh – inhibitors of E. coli Tat protein transport. inhibition, % at 10 µM. E. coli MC4100 TorA-mCherry Tat export, fluorescence. 0.036% of 340,000 active;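 active = mean replicate inhibition at least 50% and at least half of replicates individually reaching 50%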;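 also: exported cargo escapes ClpAP degradation while cytoplasmic cargo is degraded and loses fluorescence; 0% = median of neutral control wells and 100% = median of NaSCN control wells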
# Mot1-301 SUMO – SUMOylation pathway inhibition by Mot1-301 growth rescue; 1% of 320,000 active; AID 2716; growth rescue, % at 18.8 µM; S. cerevisiae Mot1-301 growth rescue, ATP luminescence, 38.5C; percent above DMSO median, 100 means doubled;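 active = every valid replicate shows activation above 250% relative to neutral control wells; inactive = the rest, any valid replicate at or below 250%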;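 also: OY570 slx delta 5 strain wells were the positive control but not used for scaling; some compounds called inactive have numbers as strong as hits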
# Arr AP2 block – human beta-arrestin and AP2 interaction inhibition | FITC-arrestin peptide / GST-AP2 beads, flow cytometry; AP2 beta2 appendage carries R879A mutation | inhibition, % at 10 µM | 0.31% of 340,000 active | AID 504490;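 active = inhibition above a set limit, near 3 SD of compounds lacking own fluorescence, cut at about 54% in these data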;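 also: plate controls were DMSO wells for no effect and 5 µM unlabelled arrestin peptide for full effect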
#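 system = GST-tagged AP2 beta2-adaptin appendage (R879A) on 4 µm glutathione beads | reagent = FITC-labelled arrestin peptide probe, 50 nM final | schedule = compound with beads 12 min RT, then probe 1 h RT | signal = HyperCyt-sampled flow cytometry, FL1 channel, ex 488/em 535 nm | read-out = percent response from loss of bead-bound FITC fluorescence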
# phage Ecoli inh – E. coli growth loss with phage present; 0.26% of 360,000 active; growth absorbance; AID 651602; inhibition, % at 11.9 µM; in the data active = inhibition above about 11%
# AddAB inh – less growth of phage-infected E. coli with AddAB; E. coli expressing H. pylori AddAB, absorbance growth; inhibition, % at 11.9 µM; 0.29% of 330,000 active; in the data active = inhibition above about 12%;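 also: 0% = vehicle wells of infected cells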
# Ecoli viability – bacterial growth inhibition, counter-screen for AddAB inhibitors. 0.27% of 330,000 active. AID 449728. inhibition, % at 11.9 µM. E. coli V3065 growth, OD600 absorbance, 18 h;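 active = inhibition above the campaign's mean inhibition across all tested compounds plus 3 SD, cut at about 9.9% in these data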;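 also: uninfected addAB+ strain grown without phage in ampicillin broth; 0% = DMSO wells and 100% = ciprofloxacin 0.95 µg/ml wells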
# PfHsp90 yeast 2 – reduces growth (ATP signal) of yeast expressing P. falciparum Hsp90; S. cerevisiae expressing PfHsp90, BacTiter-Glo ATP, 48 h; yeast lacking PDR1 and PDR3 efflux regulators; inhibition, % at 9.4 µM; 0.32% of 310,000 active; AID 504621;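 active = every replicate shows inhibition above about 80%, whatever the replicate mean, limit read from the data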;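 also: 0% = DMSO neutral controls and 100% = 20 µM radicicol positive controls; yeast relying on Plasmodium falciparum Hsp90 in place of its own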
# Pemphigus Ab inh – inhibitors of pemphigus antibody binding to human desmoglein-3; 0.48% of 310,000 active; binding (percent of control), % at 10 µM; DSG3-coupled beads, scFv-anti-DSG3-GFP binding, flow cytometry; stronger effect = lower value; P32926; AID 588358;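 active = binding more than 3 SD below its plate's average and above zero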;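 also: hits lower antibody fragment binding to DSG3; some compounds called inactive have numbers as strong as hits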
# Target sequence (P32926 whole entry, looked up, the tested form may be a part): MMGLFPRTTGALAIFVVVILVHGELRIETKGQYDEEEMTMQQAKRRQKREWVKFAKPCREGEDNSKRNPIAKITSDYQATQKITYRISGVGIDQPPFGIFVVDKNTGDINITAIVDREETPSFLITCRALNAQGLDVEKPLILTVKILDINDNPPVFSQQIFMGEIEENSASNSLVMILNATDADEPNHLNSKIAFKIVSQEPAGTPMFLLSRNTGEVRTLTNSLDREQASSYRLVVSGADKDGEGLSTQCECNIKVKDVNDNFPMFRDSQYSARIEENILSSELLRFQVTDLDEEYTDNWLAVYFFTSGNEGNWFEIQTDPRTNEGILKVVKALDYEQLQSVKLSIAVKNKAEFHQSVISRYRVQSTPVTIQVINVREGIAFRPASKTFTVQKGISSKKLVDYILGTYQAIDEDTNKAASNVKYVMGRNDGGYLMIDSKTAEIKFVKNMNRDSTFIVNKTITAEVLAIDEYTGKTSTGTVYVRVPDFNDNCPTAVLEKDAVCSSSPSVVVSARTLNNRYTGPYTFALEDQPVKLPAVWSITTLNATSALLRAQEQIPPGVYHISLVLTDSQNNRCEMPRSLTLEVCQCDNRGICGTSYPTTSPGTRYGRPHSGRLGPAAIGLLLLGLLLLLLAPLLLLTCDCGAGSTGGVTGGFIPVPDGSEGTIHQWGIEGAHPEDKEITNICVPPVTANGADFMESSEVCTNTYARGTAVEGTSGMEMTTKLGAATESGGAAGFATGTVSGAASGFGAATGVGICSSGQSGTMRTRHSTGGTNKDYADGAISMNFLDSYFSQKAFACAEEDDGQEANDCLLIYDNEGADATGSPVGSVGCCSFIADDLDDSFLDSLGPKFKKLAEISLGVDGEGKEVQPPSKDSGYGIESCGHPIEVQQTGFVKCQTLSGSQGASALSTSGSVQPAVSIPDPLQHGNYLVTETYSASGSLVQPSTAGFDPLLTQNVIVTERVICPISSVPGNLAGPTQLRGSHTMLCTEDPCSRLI
# Active calls of the source: *; . = no result given.
SMILES,PKA-R1A act,OPRM1-OPRD1 ag,OPRM1-OPRD1 inv,Tat export inh,Mot1-301 SUMO,Arr AP2 block,phage Ecoli inh,AddAB inh,Ecoli viability,PfHsp90 yeast 2,Pemphigus Ab inh
CCOC(OCC)c1cn(Cc2ccc(C(=O)c3ccccc3)cc2)nn1,-9,0.6,-4,0,261,14,-1.8,3.6,0.2,3,105
O=S(=O)(c1ccc(C2CCCCC2)cc1)N1CCCC1,2,3.0,-15,-2,621*,-2,0.9,1.5,-0.9,-7,109
O=C(CSc1nc(=O)n2ccccc2n1)NC1CCCCC1,-2,1.9,-12,-10,-2,35,2.3,-3.1,0.8,8,101
CCN(CC)S(=O)(=O)c1ccc2nc(NC(=O)c3ccco3)sc2c1,10,-3.7,17,2,-7,-5,2.1,2.4,1.4,-116,99
CCCNCc1cc(OCC)c(OCC(=O)Nc2ccccc2)cc1Br,7,0.1,-1,-3,3,-10,3.2,0.8,-1.5,-1,105
CCCCNC(=O)Nc1ncn[nH]1,-2,-0.9,5,-4,-4,3,1.2,1.0,1.2,2,97
Cc1ccc(SC(C)C(=O)NCC(C)C)cc1 (stereo unspecified),-5,-2.7,15,6,-4,1,1.1,-0.4,1.8,2,102
COc1ccc(OCC(=O)Nc2ccc(S(=O)(=O)N3CCOCC3)cc2)cc1,-4,-2.8,16,5,-4,7,1.3,3.1,1.6,-14,95
CCN1N=C(c2ccccc2)CCC1=O,-4,-2.1,11,-1,-14,4,2.3,1.6,-1.0,18,110
Cc1ccccc1C(=O)NNC(=S)NC(=O)COc1ccccc1,-2,-1.7,10,3,43,-12,-0.4,3.1,-2.5,-12,121
COc1ccc(CCCc2nnc(SCC(=O)N/N=C\c3ccc(O)c(OC)c3)o2)cc1C,-3,-1.2,6,0,6,-3,5.0,4.1,-1.6,4,96
O=C(NCCO)Nc1ccc2nsnc2c1,0,1.1,-8,-6,981,30,2.1,-0.1,0.3,-2,89
CCOC(=O)c1sc2ccccc2c1OC(=O)c1ccccc1OC,-8,2.6,-18,-4,5,6,3.1,-1.1,-2.7,1,96
Cc1cccc(Cn2cnc3c(nnn3Cc3ccc(Cl)cc3)c2=O)c1,-2,1.5,-8,17,-12,-3,3.0,0.3,1.7,34,91
CSCCC1NC(=O)N(CC(=O)Nc2c(C(C)C)cccc2C(C)C)C1=O (stereo unspecified),5,-1.3,7,-3,80,16,0.2,1.2,-0.4,0,108
CCOC(=O)CCP(=O)(O)C(O)c1ccc(OC)cc1 (stereo unspecified),2,-1.1,6,-2,255,19,-1.4,-1.7,-0.8,-22,100
CNC(=O)c1c(NC(=O)C2=COCCO2)sc2c1CCCC2,-8,-1.6,8,6,-13,0,3.4,0.6,-1.4,-12,102
COc1ccc(C(=O)OCC(=O)NCC2CCCO2)cc1S(=O)(=O)N1CCCc2ccccc21 (stereo unspecified),6,-1.7,9,6,2,2,6.1,2.6,0.2,0,99
N#CCCCN1C(=O)C(=C(C#N)C#N)c2ccccc21,1,2.9,-15,-12,-14,33,3.4,-2.4,0.3,32,97
Nc1ccc(N=Nc2ccccc2Cl)c(N)n1,-10,-2.6,14,2,59,12,0.5,-1.2,-1.1,-3,91
Cc1noc(C)c1COC(=O)CCc1ccc(S(=O)(=O)N2CCCCC2)cc1,-5,0.6,-4,3,13,-1,1.0,-1.7,-1.1,17,100
Cc1ccccc1N1CC(C(=O)Nc2ccncc2)CC1=O (stereo unspecified),-2,-1.4,9,-2,-10,-4,4.0,0.8,-0.1,.,105
CC(C)(C)NC(=O)C(=O)NN=C1CCCCCCCCCCC1,-7,-1.1,6,-2,28,-1,1.6,1.2,-0.4,-9,98
O=C(c1cc(S(=O)(=O)N2CCOCC2)ccc1F)N1CCc2ccccc21,-4,-0.8,3,-6,-1,-6,7.1,0.7,0.6,.,102
COC(=O)N(C)c1ccccc1C(=O)N1CCOCC1,-11,-1.9,10,1,19,-3,0.2,-0.2,-2.0,32,.
Cc1cc(=O)[nH]c(NN=C(CC(C)C)CC(C)C)n1,4,-4.0,21,-8,1,-2,5.4,6.8,2.1,-1,95
COc1ccc(/C=C(\NC(=O)c2ccccc2)C(=O)N/N=C/c2sccc2C)cc1,9,-3.4,20,-4,25,5,3.0,1.3,0.3,-1,98
O=C(N=C1SC2CS(=O)(=O)CC2N1c1ccc(Br)cc1F)C1CC1 (stereo unspecified),-3,-0.7,4,-4,-5,-1,0.7,0.6,0.3,-3,88
O=C(O)c1nn(CCOc2c(Cl)cccc2Cl)c(=O)c2ccccc12,-8,7.8,-55,16,-16,8,0.1,3.5,-0.2,-25,93
CNC(=O)COC(=O)c1ccccc1NC(=O)c1ccco1,-4,-2.2,12,1,-11,-3,2.6,0.8,0.5,10,97
Cc1cc(N2CCC(C(=O)NCC3CC3)CC2)nc(-c2ccccc2)n1,-7,-1.5,9,-1,-7,-3,0.0,0.4,-3.9,17,100
CC(C)[C@H](NC(=O)C1(c2ccccc2)CCN(C(=O)OC(C)(C)C)CC1)C(=O)O,-7,-1.5,8,-10,607*,8,0.9,1.4,3.0,10,.
C=CCN(CC=C)Cc1nc(N)nc(Nc2ccccc2C)n1,-5,-1.3,6,-1,-19,8,-0.1,-5.0,-3.7,-4,94
O=C(CCC1CCCN(C(=O)c2ccsc2)C1)NCc1ccc(F)c(F)c1 (stereo unspecified),-12,-2.8,13,-2,4,7,2.7,-0.8,-0.3,16,100
CC1CCC(NC(=O)c2cccc(S(=O)(=O)NCc3ccccc3)c2)CC1 (stereo unspecified),-13,0.0,0,1,9,0,3.5,1.0,1.3,-13,101
O=C(NCCCN1CCOCC1)C(=O)N/N=C/c1ccccc1Cl,-1,-1.1,6,-9,-8,26,-0.5,0.3,-1.2,2,109
Fc1ccc(C2CC(c3ccc(F)cc3)n3ncnc3N2)cc1 (stereo unspecified),11,-2.9,15,-3,-1,5,1.0,-2.0,1.9,11,.
C=CCn1c(SCC(=O)NCc2ccco2)nnc1C1CCCCC1,12,-0.6,4,4,699,14,3.3,2.1,0.8,21,24
Clc1ccc(N2CCOCC2)nn1,-5,-0.4,2,2,-11,6,5.3,-0.9,1.2,6,113
Cc1cc(C)c2cc(CN(CCN(C)C)C(=O)Nc3ccccc3Cl)c(=O)[nH]c2c1,-3,-0.4,2,-15,-13,-22,1.6,2.7,1.7,-17,165

# Exported with two lines to a compound: part of the list above.
# Order of values: PKA-R1A act	OPRM1-OPRD1 ag	OPRM1-OPRD1 inv	Tat export inh	Mot1-301 SUMO	Arr AP2 block	phage Ecoli inh	AddAB inh	Ecoli viability	PfHsp90 yeast 2	Pemphigus Ab inh
O=C(N=C1SC2CS(=O)(=O)CC2N1c1ccc(Br)cc1F)C1CC1 (stereo unspecified)
 : -3	-0.7	4	-4	-5	-1	0.7	0.6	0.3	-3	88
COc1ccc(OCC(=O)Nc2ccc(S(=O)(=O)N3CCOCC3)cc2)cc1
 : -4	-2.8	16	5	-4	7	1.3	3.1	1.6	-14	95

# Remaining list, next part.
SMILES,PKA-R1A act,OPRM1-OPRD1 ag,OPRM1-OPRD1 inv,Tat export inh,Mot1-301 SUMO,Arr AP2 block,phage Ecoli inh,AddAB inh,Ecoli viability,PfHsp90 yeast 2,Pemphigus Ab inh
Cc1cc(-n2c(C)c3c(C)nnc(C)c3c2C)ccc1N,.,.,.,2,2,18,-0.8,0.3,0.7,2,99
Cc1cccn2c(=O)c3cc(C(=O)NCCc4ccccc4)c(=N)n(CC4CCCO4)c3nc12 (stereo unspecified),-9,-0.5,4,0,23,4,-0.7,3.6,-0.2,-19,.
CC(C)(C)N(Cc1cc2ccccc2[nH]c1=O)C(=O)c1cccc([N+](=O)[O-])c1,-2,-3.3,16,-2,-3,3,3.1,-0.1,0.5,6,93
COCCn1c(-c2ccc(C)cc2)nc2oc3cc(OC)ccc3c(=O)c2c1=O,2,-1.8,9,-6,-7,0,-0.3,-0.2,-3.5,31,102
O=[N+]([O-])c1cccc(-c2nnc(CNC3CC3)o2)c1,-6,-3.0,14,-7,7,27,1.8,0.7,1.8,-19,.
C/C(=N\O)c1sc(-c2ccccc2)nc1C,-4,-0.3,2,-2,.,-4,0.6,.,.,-13,98
O=S(=O)(c1cccs1)N1CCN(CCc2ccccc2)CC1,2,-1.6,9,1,1,16,3.2,3.0,0.7,-4,119
COc1ccc(N2C(=O)CC(Sc3nc4ccccc4s3)C2=O)cc1 (stereo unspecified),3,-0.2,1,-5,130,4,2.0,5.1,-1.7,-3,102
COC(=O)c1ccccc1NC(=O)CN(c1cc(OC)ccc1OC)S(C)(=O)=O,1,2.2,-11,0,-9,-4,3.9,-1.4,1.6,-27,100
C#CCOCCOCCOCCNc1nc(N2CCN(C(=O)Cn3cc(CCO)nn3)CC2)nc(N2CCN(C(=O)Cn3cc(CCO)nn3)CC2)n1,2,-3.2,15,-2,.,-2,-3.8,.,.,3,106
Cc1cccc(CSCc2nnc(N)s2)c1,2,-0.4,2,-3,14,1,3.4,2.2,1.6,.,109
CCN(CC)S(=O)(=O)c1cc(C)c(C)cc1Br,-5,-0.8,4,6,337,6,3.6,-0.5,-2.6,-5,98
COc1ccc(C(C)(C)NC(=O)C2CCC(=O)N(C3CCCC3)C2)cc1OC (stereo unspecified),-2,-1.1,5,3,-10,-2,0.9,3.0,1.5,26,103
COc1ccc(-n2ncc3c2CC(C)(C)CC3NC(=O)CN2CCOC2=O)cc1 (stereo unspecified),-6,-0.9,6,-2,-8,-8,2.6,.,.,-14,99
O=C(CSc1ncn(-c2ccccc2)n1)Nc1nc2c(s1)CCCC2,-1,-0.4,2,6,-2,-8,1.6,1.2,3.1,.,101
Cc1cc(C(=O)CCl)c(C)n1CC1COc2ccccc2O1 (stereo unspecified),-2,7.1,-35,2,-23,5,1.9,2.7,1.4,13,106
COCCNC(=O)c1ccc2c(Cl)c3c(nc2c1)CCC3,-4,-2.6,12,-4,14,6,-1.6,0.1,1.8,-1,103
CN(C)c1ccc(/C=C/c2ccncc2)cc1,5,-2.0,10,-11,.,1,1.1,.,.,35,140
CN(C)Cc1cc(C(C)(C)C)cc(N2CCOCC2)c1O,9,-0.5,3,-9,.,-5,3.5,.,.,-21,95
COc1ccc(Cl)cc1N(CC(=O)N1CCN(Cc2ccccc2)CC1)S(C)(=O)=O,-5,-0.9,6,-7,83,19,0.3,1.4,-4.4,4,.
Cc1ccc(C(=O)CCC(=O)OCC(=O)Nc2c(C)nn(-c3ccccc3)c2C)cc1,3,-1.6,8,-1,1,16,3.2,0.7,0.0,19,103
CC(C)(CNC(=O)C1CCCC1)CNC(=O)C1CCCC1,-2,-2.9,17,-3,14,-2,-0.5,2.0,0.6,-73,103
Cc1cc([N+](=O)[O-])nn1CC(=O)Nc1cccc2nonc12,-13,-0.8,4,3,4,-11,2.6,1.1,0.2,-1,.

# Bioassay records: PubChem BioAssay, several laboratories

# No enrichment for hits; any-hit rate near 2.8%.
